Screening results from PubChem BioAssay.
S1P4 agonist = activates the human S1P4 receptor. O95977. S1P4-expressing cell line, agonist reporter assay. activation, % at 4.98 µM. actives 0.35% (n = 220,000); in the data active = activation above about 11%;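 note: 0% = DMSO vehicle and 100% = reference agonist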
CHOP inh = blocks CHOP induction under ER stress; actives 3.8% (n = 220,000); inhibition, % at 10 µM; CHO-K1 CHOP-promoter luciferase, tunicamycin-induced, 15-18 h;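 active = compounds that reduced the stress-induced luciferase reporter signal by more than about 70% of percent inhibition, limit read from the data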;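 note: 0% = tunicamycin plus vehicle and 100% = wells without tunicamycin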
NPY Y1 blocker = NPY-Y1 (human) receptor antagonism | HEK293-CNG Y1 cells, membrane potential fluorescence; NPY at EC95, then isoproterenol | AID 1040 | inhibition, % at 3.6 µM | actives 1% (n = 200,000);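 active = inhibition above the campaign mean inhibition of all tested compounds plus 3 SD, cut at about 20% in these data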;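 note: 0% = DMSO wells given NPY plus isoproterenol and 100% = isoproterenol alone without NPY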
Target sequence (P25929 whole entry, looked up): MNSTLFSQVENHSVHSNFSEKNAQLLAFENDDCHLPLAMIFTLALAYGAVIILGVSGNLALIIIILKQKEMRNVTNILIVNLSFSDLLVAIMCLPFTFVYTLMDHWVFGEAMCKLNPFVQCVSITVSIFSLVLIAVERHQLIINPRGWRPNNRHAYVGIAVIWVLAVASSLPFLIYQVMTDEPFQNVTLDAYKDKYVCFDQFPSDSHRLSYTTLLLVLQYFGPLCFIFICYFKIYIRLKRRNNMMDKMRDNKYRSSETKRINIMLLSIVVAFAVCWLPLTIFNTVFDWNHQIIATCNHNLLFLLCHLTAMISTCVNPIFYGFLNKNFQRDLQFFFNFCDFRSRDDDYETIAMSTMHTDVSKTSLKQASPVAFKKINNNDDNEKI
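Material: HEK293 cells co-expressing NPY Y1 receptor and cyclic-nucleotide gated channel. Timing: compound incubation 1 h at room temperature, readout 45 min post-stimulation. Signal: fluorescence, membrane potential probe.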
BaF3 parental = counter-screen for JAK2V617F inhibitors: parental Ba/F3 viability inhibitors; CellTiter-Glo ATP luminescence; inhibition, % at 5.6 µM; actives 1.1% (n = 220,000);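 active = inhibition above a per-campaign cutoff, the mean inhibition of all tested compounds plus 3 SD, cut at about 27% in these data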;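 note: 0% = DMSO wells and 100% = JAK Inhibitor I control wells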
S1P4 antagonist = blocks the human S1P4 receptor; inhibition, % at 4.98 µM; actives 0.26% (n = 220,000); O95977; S1P4-expressing cells, antagonist mode, reporter read-out; in the data active = inhibition above about 29%;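 note: 0% = wells stimulated with agonist and 100% = vehicle wells without agonist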
Ba/F3 V617F tox = reduce viability of Ba/F3 cells dependent on JAK2V617F. actives 1.1% (n = 220,000). inhibition, % at 5.6 µM. Ba/F3 EpoR-JAK2V617F viability, ATP luminescence;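 active = inhibition above the campaign mean plus 3 SD over all tested compounds, cut at about 24% in these data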;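 note: cytokine-independent growth of Ba/F3 cells driven by EpoR plus mutant JAK2; 0% = DMSO-treated cells and 100% = JAK inhibitor I control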
NPY2 pot ag = potentiates or activates human NPY-Y2 receptor | actives 0.45% (n = 220,000) | cells expressing NPY-Y2, potentiator/agonist read-out | activation, % at 3.6 µM | P49146 | AID 1359; in the data active = activation above about 27%;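 note: cells stimulated with NPY near EC25 plus isoproterenol at EC100; 0% = vehicle plus submaximal agonist and 100% = vehicle plus saturating agonist; some results beyond the cut were filed as inactive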
NPY-Y1 PAM-ag = potentiators or agonists of human neuropeptide Y receptor Y1; NPY-Y1 expressing cells, potentiator/agonist activation; activation, % at 3.6 µM; actives 0.37% (n = 220,000); AID 1304; in the data active = activation above about 33%, passing the limit was not always enough;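 note: cells stimulated with NPY at EC10 then isoproterenol at EC100; 0% = low agonist plus stimulus and 100% = saturating agonist plus stimulus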
NCF1 inh = p47phox (human) inhibition; inhibition, % at 24.7 µM; p47phox/p22phox peptide binding, fluorescence polarization, 2 h; P14598; actives 0.53% (n = 220,000);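 active = inhibition above about 30%, limit read from the data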;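 note: 0% = p47phox with labelled peptide and 100% = labelled peptide alone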
Target sequence (P14598 whole entry, looked up): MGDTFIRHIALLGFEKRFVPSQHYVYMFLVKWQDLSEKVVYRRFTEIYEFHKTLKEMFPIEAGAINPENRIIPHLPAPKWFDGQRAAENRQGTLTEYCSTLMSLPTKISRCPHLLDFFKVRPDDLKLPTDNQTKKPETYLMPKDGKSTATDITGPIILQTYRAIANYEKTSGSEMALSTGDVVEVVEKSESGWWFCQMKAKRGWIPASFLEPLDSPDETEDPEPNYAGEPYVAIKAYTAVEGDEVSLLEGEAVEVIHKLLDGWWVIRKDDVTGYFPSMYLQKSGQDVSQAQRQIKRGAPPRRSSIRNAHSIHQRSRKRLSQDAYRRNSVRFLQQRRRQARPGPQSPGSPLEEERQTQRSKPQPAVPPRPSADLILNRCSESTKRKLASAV
* marks the source's active call; other numbers are inactive results; x = no result given. Outcome played no part in choosing rows; about 7.1% have a hit in one of these screens.

SMILES	S1P4 agonist	CHOP inh	NPY Y1 blocker	BaF3 parental	S1P4 antagonist	Ba/F3 V617F tox	NPY2 pot ag	NPY-Y1 PAM-ag	NCF1 inh
Cc1nn(C)cc1S(=O)(=O)N1CCN(Cc2ccccc2Cl)CC1	-0.7	15	3	8	3	-1	4	3	-1
Cc1ccc(N2CC(C(=O)Nc3nnc(C)s3)CC2=O)cc1 (stereo not given)	-0.7	17	-4	6	-3	0	-9	4	-13
O=C(CCCN=C1NS(=O)(=O)c2ccccc21)OCc1cc([N+](=O)[O-])cc2c1OCOC2	0.3	6	4	0	-20	-4	8	4	-3
CC(C)c1cc(C(=O)N2CCCC(CCC(=O)NCc3ccccc3F)C2)n(C)n1 (stereo not given)	-0.9	11	-1	3	-16	3	4	5	-6
O=C(NCCCN1CCN(CCCNC(=O)c2cccc(Cl)c2)CC1)c1cccc(Cl)c1	-0.4	27	12	1	0	-1	-3	1	-14
COc1cnc(-c2ccccn2)nc1Sc1ccc(F)cc1	-0.4	12	8	-2	-9	-1	-18	-21	-1
CN1CCNC(=O)C1CC(=O)N1CC=C(c2ccc(F)cc2)CC1 (stereo not given)	2.0	37	1	3	-11	-4	-10	4	-12
O=C(NC1CCS(=O)(=O)C1)C1CCCN(S(=O)(=O)c2ccc(Cl)cc2)C1 (stereo not given)	1.4	7	-3	5	-16	2	8	1	0
O=C(Nc1ccon1)c1ccc(S(=O)(=O)N2CCOCC2)cc1	-1.5	-4	4	7	0	5	-14	-5	1
CC(C)NC(=S)N1CCN(S(C)(=O)=O)CC1	4.6	-3	0	1	-10	-6	9	4	7
O=C(COC(=O)c1ccc(O)cc1O)NCCN1C(=O)CSC1=O	0.1	-15	x	-2	5	2	-9	28	-5
O=C(Cn1c(=O)oc2ccccc21)N(Cc1ccccc1)C1CCS(=O)(=O)C1 (stereo not given)	0.7	-32	2	-1	7	-2	7	10	-10
Cc1cccc(OCCCC(=O)Nc2ccc(N3CCCCC3)cc2)c1C	1.8	36	1	1	6	-3	-10	4	-25
O=C(CSc1nc2c(c(=O)n1-c1ccccc1)SCC2)N1CCOCC1	0.5	12	-1	4	-3	2	-13	-13	0
CC(=O)NC1=NC(=O)/C(=C/N2CCOCC2)S1	0.9	-7	-2	3	-10	4	-5	-11	-15
COc1ccccc1-c1nc(SC)n[nH]1	0.5	-10	0	10	-16	5	10	-4	-5
COC(=O)c1cn[nH]c1NC(=S)Nc1ccc(C)cc1Cl	-2.1	-34	-6	6	0	1	-7	13	-20
O=C(CSc1ccc(Cl)cc1)Nc1ccc(N2CCN(C(=O)c3ccc(Cl)cc3)CC2)cc1	-2.8	41	4	-1	-14	-4	5	37	-22
O=S(=O)(NC1=NCCCCC1)c1ccc(Cl)cc1	-0.4	-5	-1	5	4	3	-16	-6	3
CCCCOC(=O)/C(=C\c1ccc([N+](=O)[O-])o1)NC(=O)c1ccccc1	-1.3	40	-3	6	-9	-1	11	-6	-29

Continued (3 carried over from the part before).
SMILES	S1P4 agonist	CHOP inh	NPY Y1 blocker	BaF3 parental	S1P4 antagonist	Ba/F3 V617F tox	NPY2 pot ag	NPY-Y1 PAM-ag	NCF1 inh
O=C(CSc1ccc(Cl)cc1)Nc1ccc(N2CCN(C(=O)c3ccc(Cl)cc3)CC2)cc1	-2.8	41	4	-1	-14	-4	5	37	-22
O=S(=O)(NC1=NCCCCC1)c1ccc(Cl)cc1	-0.4	-5	-1	5	4	3	-16	-6	3
CCCCOC(=O)/C(=C\c1ccc([N+](=O)[O-])o1)NC(=O)c1ccccc1	-1.3	40	-3	6	-9	-1	11	-6	-29
CCn1nc(C)c(/C=N/NC(=O)c2ccoc2C)c1C	-0.1	-11	-3	-1	-3	-2	-1	1	7
CCOC(=O)C1=C(C)N=c2s/c(=C/c3ccccc3)c(=O)n2C1c1ccc(OC)c(OC)c1 (stereo not given)	-1.9	26	-4	-1	1	-4	-6	3	-10
O=C1CC(c2ccsc2)Sc2ccccc2N1 (stereo not given)	-0.4	15	x	1	-2	-3	14	5	11
COc1ccc(NC(=O)CN(Cc2ccccc2)S(C)(=O)=O)cc1	-1.7	25	-2	5	-4	-2	0	31	-4
COc1cccc(CC2(CO)CCN(C(=O)NC3CCCCC3)CC2)c1	-1.1	7	2	2	-7	0	-2	-8	-2
C=CCc1ccc(OCc2ccc(C(=O)OC)o2)c(OC)c1	3.6	-19	2	3	14	-2	-6	10	-13
CCOC(=O)N1CCN(C(=O)CSc2ccc(-c3ccccc3OC)nn2)CC1	-0.2	0	3	1	5	-2	6	6	18
CC(Oc1ccccc1F)C(=O)Nc1ccc2ccccc2c1 (stereo not given)	1.5	88*	14	5	-4	0	-17	-30	4
Cc1cc[n+](-c2[nH]c(=O)sc2/C=N/N=C(\[O-])c2ccccc2)cc1C	1.3	11	0	5	-10	0	-2	-15	-13
COc1ccc(NS(=O)(=O)c2ccc(N3CCOCC3)c(NC(=O)C(C)C)c2)cc1	-0.7	14	-7	58*	-10	40*	7	-2	-7
O=C1OCCC1Sc1nc2ccccc2s1 (stereo not given)	-0.8	18	16	1	0	-3	-12	-28	0
Cc1nc2cc(NC(=O)CSc3nc4c(C)cccc4cc3C#N)ccc2s1	1.6	52	2	1	-3	-3	7	3	-38
Cc1noc(C(=O)Nc2sc3c(c2C#N)CCC3)c1Cl	-0.9	-4	2	3	-17	5	-9	22	-4
FC(F)(F)c1cc(-c2ccc3c(c2)OCO3)nc(NCc2ccco2)n1	2.0	69	7	2	-14	-1	-11	8	-18
COCCCn1c(=O)/c(=C\c2ccccc2OC(F)F)s/c1=C(/C#N)C(=O)NC(C)C	0.0	-5	3	4	-7	-2	5	5	-25
CC(=O)Oc1ccc(N2C(=O)CC(N3CCOCC3)C2=O)cc1 (stereo not given)	-1.0	24	5	2	-14	2	6	-11	-4
COC(=O)c1ccc(NC(=O)C(=O)N2CCN(C(=S)Nc3ccc(C)cc3)CC2)cc1	1.2	7	5	8	-24	-1	10	4	-14
CCC(Sc1nc(-c2cccc(OC)c2)c(C#N)c(=O)[nH]1)C(=O)Nc1nnc(C(C)C)s1 (stereo not given)	1.5	-11	1	3	-9	-1	-12	-14	-14
CCOc1cc(CNCCCN2CCOCC2)ccc1OCC(=O)Nc1cccc2ccccc12	-2.0	-56	4	2	-3	1	-19	-18	-6
CCOc1ccc(C(C)=O)cc1COc1ccc(-n2cnnn2)cc1	-1.2	8	-4	6	4	-2	13	18	-3

Reprinted at random: two records from the list
SMILES	S1P4 agonist	CHOP inh	NPY Y1 blocker	BaF3 parental	S1P4 antagonist	Ba/F3 V617F tox	NPY2 pot ag	NPY-Y1 PAM-ag	NCF1 inh
Cc1cc[n+](-c2[nH]c(=O)sc2/C=N/N=C(\[O-])c2ccccc2)cc1C	1.3	11	0	5	-10	0	-2	-15	-13
Cc1cccc(OCCCC(=O)Nc2ccc(N3CCCCC3)cc2)c1C	1.8	36	1	1	6	-3	-10	4	-25

The main list resumes with the 2 entries that preceded the break.
SMILES	S1P4 agonist	CHOP inh	NPY Y1 blocker	BaF3 parental	S1P4 antagonist	Ba/F3 V617F tox	NPY2 pot ag	NPY-Y1 PAM-ag	NCF1 inh
CCOc1cc(CNCCCN2CCOCC2)ccc1OCC(=O)Nc1cccc2ccccc12	-2.0	-56	4	2	-3	1	-19	-18	-6
CCOc1ccc(C(C)=O)cc1COc1ccc(-n2cnnn2)cc1	-1.2	8	-4	6	4	-2	13	18	-3
CCC(=O)Nc1cc(OC)cc(OC)c1	6.3	-14	5	4	-3	3	-9	-14	7
CCc1nnc(NC(=O)CN2C(=O)c3ccccc3S2(=O)=O)s1	0.6	17	-2	2	-8	-2	-1	-4	-3
COc1ccc(NC(=S)N2CCCC2c2ccc(OC)c(OC)c2)cc1 (stereo not given)	0.8	13	-4	0	-1	-1	7	-2	1
Cc1cc(C)c2nc(C)cc(Nc3ccc(C(=O)NCCO)cc3)c2c1	0.5	2	x	0	5	0	-6	5	14
O=C1CCCC(=O)N1c1ccc(NCCOCCO)c([N+](=O)[O-])c1	-0.8	3	-2	8	-8	5	-3	-19	5
Cc1nc(NC(=O)CSc2nncs2)c(Cl)cc1Cl	-1.0	-2	x	1	-9	-1	5	12	1
CCCCC1=NN(C(=O)c2cocc2C)C(O)(C(F)(F)F)C1 (stereo not given)	1.0	11	4	8	-6	0	-9	-16	-6
O=C(c1ccc(Cn2cc(Cl)cn2)cc1)N1CCN(c2ccccc2)CC1	-3.2	22	0	2	-2	-2	13	-20	-13
Cc1ncsc1CCC(=O)N1CCCC(C(=O)c2ccc3c(c2)OCO3)C1 (stereo not given)	-1.2	6	2	5	-18	0	13	-2	-8
C#CCSc1nncn1C(=O)/C=C/c1ccccc1	-2.1	105*	3	3	1	1	-5	-13	-47
CCC(C)NC(=O)C1c2ccccc2C(=O)N1Cc1ccc(OC)cc1OC (stereo not given)	-2.5	32	5	2	-7	-3	2	-12	1
CCCCOc1ccc(-c2nnn(CC(=O)Nc3ncc(CC(=O)OCC)s3)n2)cc1	1.2	27	-2	0	-4	-2	-4	2	-27
CC(=O)c1cccc(NC(=O)CCS(=O)(=O)c2ccc(Br)s2)c1	0.4	13	3	2	-21	-1	-7	6	-8
CCCOP(=O)(c1ccc(N(C)C)cc1)C(O)c1cccnc1 (stereo not given)	-1.4	8	0	8	-4	-3	-10	14	-16
CC(=O)c1cccc(NC(=O)C2CCCN2S(=O)(=O)c2cccc3cccnc23)c1 (stereo not given)	2.2	19	2	2	-5	-4	17	4	-1
C/C(=N\O)C1CCCCC1	-1.0	-7	x	-1	-2	-6	12	1	-13
CC(C)Oc1cccc(C(=O)NC(=S)Nc2cccc(NC(=O)c3ccccc3Cl)c2)c1	0.3	10	-1	9	-14	0	-1	-5	-8
O=C(c1cccc(F)c1)N1CCN(S(=O)(=O)c2ccccc2)CC1	1.7	11	-2	-2	-10	-6	9	5	-7
CC[C@H](C)[C@H](NC(=O)c1ccccc1)C(=O)Nc1ccc(S(=O)(=O)Nc2cc(C)nc(C)n2)cc1	0.8	9	x	5	-18	-1	2	-4	-9
Cc1ccc([N+](=O)[O-])cc1NC(=O)Cc1cccs1	0.2	13	5	5	-1	1	-7	-8	-5
COCC(=O)N1CCCC(C(=O)c2ccc3c4c(cccc24)CC3)C1 (stereo not given)	0.9	16	2	10	-7	6	4	12	-6
Cc1nn(C)c(C)c1S(=O)(=O)N1CCCC(C(=O)NCC2COc3ccccc3O2)C1 (stereo not given)	-1.9	-12	-3	8	-7	0	-3	-7	12
